# PrPC surface inh: inhibitors of human cell surface prion protein PrPC. inhibition, % at 13.8 µM. P04156. AID 720596. TR-FRET read-out. 0.43% of 370,000 active; in the data active = inhibition above about 24%; note: 0% = median of the test wells and 100% = reference compound wells
# * = called active by the depositor. This is a subset; count on the stated rates, not on these rows.
SMILES,PrPC surface inh
FC(F)(F)Oc1cccc(Cn2ccc3ccc(-c4ccc5ccn(Cc6ccccc6)c5c4)cc32)c1,4.9
Cc1ccccc1NC(=O)C1C(=O)Nc2ccccc2C(=O)N1Cc1ccccc1 (stereo not drawn),3.4
C[C@@H]1O[C@@H](n2c3ccc(Cl)cc3c3ccc4c5cc(Cl)ccc5[nH]c4c32)[C@H](O)[C@H](O)[C@H]1O,11.0
O=C(NCCCc1ccccc1)OC1CC2CC1[C@H]1CCCCN1C2 (stereo partly drawn),5.0
COc1cc(/C=C/C(=O)n2cnc3ccccc32)cc(OC)c1OC,4.0
Cc1ccc2nc(-c3ccc(C#N)cc3)c(Cc3cccc(F)c3)n2c1,-5.2
O=C(CSc1nnc(-c2ccco2)n1-c1ccc(Cl)cc1)Nc1ccc(S(=O)(=O)Nc2nccs2)cc1,11.8
CN1C(=O)C[C@@](C#N)(C(=O)N2CCCC2)[C@H]1c1ccccc1,-7.3
CC1C/C=C/C=C/C=C/C=C/C(O[C@@H]2O[C@H](C)[C@@H](O)[C@H](N)[C@@H]2O)CC2OC(O)(CC(O)CC3OC3/C=C/C(=O)O1)CC(O)C2C(=O)O (stereo partly drawn),-1.9
O=C(C(=O)N1CCC(CNS(=O)(=O)c2ccccc2)CC1)c1cc2ccccc2o1,-9.2
CCOC(=O)c1c2ccc(OCC(=O)N/N=C/c3ccc(Cl)cc3)cc2n2ccccc12,1.5
CCOC(=O)N(C)[C@H]1C[C@H]2c3[nH]c4ccccc4c3CCN2C(=O)[C@H]1[C@H](C)O,-7.5
CC(NCc1ccco1)C(=O)N1CCN(c2cccc(C(F)(F)F)c2)CC1 (stereo not drawn),-1.4
Cc1onc(-c2ccccc2)c1C(=O)NN=Cc1cc(Cl)cc(Cl)c1O,10.9
C#CCNC(=O)C[C@H]1C[C@@]2(C(=O)OC)C(=C[C@H](C3CCCC3)O[C@@H]2C)N(Cc2ccco2)C1=O,-5.9
CCOC(=O)[C@]12CCCCC/C=C\1N(Cc1ccc(OC)cc1)C(=O)[C@H]2CC(=O)N1CCSCC1,-5.8
CN1CCN(c2ccc3c(c2)Oc2ccccc2CN(Cc2cn(Cc4ccc(C(F)(F)F)cc4)nn2)S3(=O)=O)CC1,2.1
O=C(NCCc1nc2ccccc2n1C/C=C/c1ccccc1)C1CCCCC1,3.8
CCN(Cc1ccccc1)C(=O)Nc1c(Cl)cccc1Cl,-5.3
C/C(=C/c1nc(N)n(Cc2ccccc2)c1Cc1ccccc1)Cn1[nH]c(=O)n(-c2ccccc2)c1=O,-8.5
C#CCNC(=O)C[C@H]1C[C@@]2(C(=O)OCC)CCCC3=C2N(CCC3)C1=O,1.1
COc1ccc(-c2noc(C3CCCN(C(=O)Nc4cc(C)cc(C)c4)C3)n2)cc1 (stereo not drawn),5.7
Cc1ccc(Cn2cc(CN3[C@@H](CC(C)C)COc4cc(Br)ccc4S3(=O)=O)nn2)cc1,-1.5
O=C(CN1CCN(Cc2ccccc2)CC1)N/N=C\c1c2ccccc2cc2ccccc12,-7.8
Cc1cc(N2CCN(CC(C)(C)O)C[C@H]2C)ccc1N1CCN(CC(C)(C)O)[C@H](C)C1,-1.8
O=C1CCC[C@H]2C[C@H](NCc3ccc(F)cc3)CC[C@]23CCCN13,-8.2
O=C(Cc1c[nH]c2ccccc12)Nc1ccc(Nc2cccnc2)c(-c2cccc(Cl)c2)c1,2.8
CN1C(=O)CCS(=O)(=O)C1c1ccc(Cl)cc1 (stereo not drawn),8.0
COc1cccc(CNC(=O)C2CCCN(c3nc4ccccc4o3)C2)c1OC (stereo not drawn),10.2
COc1ccc(NC(=O)C(c2ccc(C(F)(F)F)cc2)n2c(=O)c(-c3ccco3)nc3ccccc32)cc1 (stereo not drawn),-1.1
O=C(CSc1nc2ccccc2nc1N1CCOCC1)NCc1ccc(Cl)cc1Cl,-2.2
CCCCCN(C(=O)Cc1c(C)n(CCCCC)c2ccccc12)c1ccc(Oc2cccnc2)c(C)c1,-3.1
Clc1cccc(CSc2ncnc3sc4c(c23)CCCC4)c1,3.5
CCN(C(=O)COC(=O)c1ccc(Sc2ncn[nH]2)c([N+](=O)[O-])c1)c1ccccc1C,-8.3
COC(=O)[C@]12C[C@H](CC(=O)NCc3cccs3)C(=O)N(Cc3ccco3)C1=C[C@H](C1CCCC1)O[C@@H]2C,0.2
COc1ccc(C)cc1N,-2.5

# Part of the list above, field by field:
O=C(C(=O)N1CCC(CNS(=O)(=O)c2ccccc2)CC1)c1cc2ccccc2o1
  PrPC surface inh: -9.2
C/C(=C/c1nc(N)n(Cc2ccccc2)c1Cc1ccccc1)Cn1[nH]c(=O)n(-c2ccccc2)c1=O
  PrPC surface inh: -8.5

# Continuation.
SMILES,PrPC surface inh
COC(=O)C1=C(C)N(Cc2cccc(C(F)(F)F)c2)C(=NCc2ccc(C(F)(F)F)cc2)NC1c1ccc(Cl)cc1 (stereo not drawn),-5.5
Cc1ccc(-c2nc3ncccn3c2NC(=O)c2ccc(F)cc2)cc1,-1.7
COCCN1Cc2cc(C(=O)OC)c3c(c2C1=O)c1cc(OC)ccc1n3S(C)(=O)=O,0.6
CCOC(=O)CNC(=O)CSc1nnc(-c2ccccc2)n1CC,-0.3
Nc1ccc2cc3ccc(N)cc3nc2c1,0.8
CN(C(=O)c1cccc(NC(=O)Cc2ccc(NC(=O)C3CCCN(C(=O)c4ccccc4)C3)cc2)c1)C1CC1 (stereo not drawn),-4.7
COC(=O)C1=C(C)N(C)C(=NCc2ccccc2)NC1c1ccccc1 (stereo not drawn),-7.9
C=CCN1[C@H](C)[C@H](c2ccccc2)Oc2cc(Br)ccc2S1(=O)=O,0.8
Cc1ccc2c(c1)C(CS(=O)(=O)NCCc1ccccc1)NC2 (stereo not drawn),2.5
CCOC(=O)[C@]12CCCC=C1N(CCCOC)C(=O)[C@@H]2CC(=O)N1CCCC1,6.0
CCCCCC[C@@H](CN(CCCC)S(C)(=O)=O)c1ccccc1,5.2
Cc1ccccc1CS(=O)(=O)Cc1ccc(C(=O)Nc2cccc(Cl)c2F)o1,-2.4
CC(C)CN1C(=O)C[C@@]2(C(=O)N(C)c3ccc(NS(=O)(=O)C4CC4)cc32)C1c1ccccc1 (stereo partly drawn),-4.6
COC(=O)[C@]12C[C@H](CC(=O)NCCc3ccccc3OC)C(=O)N(Cc3ccc(Cl)cc3Cl)C1=C[C@H](C1CCCC1)O[C@@H]2C,-8.7
COc1ccccc1C(=O)N1CCC2CCN(C(=O)OC(C)(C)C)C2C1 (stereo not drawn),8.8
COc1ccc(S[C@]2(C(=O)N3CCN(c4ncccn4)CC3)CC(=O)N(c3ccc4ccccc4c3)[C@@H]2c2ccc(OC)cc2)cc1,-9.0
CCOC(=O)[C@]12CCCCC/C=C\1N(Cc1ccc(OC)cc1)C(=O)[C@H]2CC(=O)NCCC(C)C,9.6
Cc1cccc(NC(=O)Nc2nc3ncccn3c2-c2ccccc2)c1,-0.2
NC(=NCc1ccccc1)NC(=O)OCc1ccccc1,-0.7
COc1ccc(O[C@H]2C=C[C@@H](c3ccccc3)O[C@@H]2CO/N=C(\C)CCN2CCCCc3nc(C)c(C)cc32)cc1,-6.1
Cc1ccc(S(=O)(=O)C[C@@H]2OC[C@H](C(C)C)N2S(=O)(=O)c2ccc(C)cc2)cc1,8.9
CCCCCN1CCCCC(NC(=O)C2CCCCC2)C1=O (stereo not drawn),-2.3
CC1CCN(C(=O)c2ncn3c2C(=O)N[C@@H](C)C3)CC1,-2.8
CCCCNC(=O)C[C@@H]1C(=O)N(CCc2ccc(Cl)cc2)/C2=C/CCCCC[C@@]21C(=O)OCC,8.0

# Taken from the results shown for reference:
SMILES,PrPC surface inh
CCCCCC[C@@H](CN(CCCC)S(C)(=O)=O)c1ccccc1,5.2
Cc1ccccc1CS(=O)(=O)Cc1ccc(C(=O)Nc2cccc(Cl)c2F)o1,-2.4
CC(C)CN1C(=O)C[C@@]2(C(=O)N(C)c3ccc(NS(=O)(=O)C4CC4)cc32)C1c1ccccc1 (stereo partly drawn),-4.6
COC(=O)[C@]12C[C@H](CC(=O)NCCc3ccccc3OC)C(=O)N(Cc3ccc(Cl)cc3Cl)C1=C[C@H](C1CCCC1)O[C@@H]2C,-8.7
COc1ccccc1C(=O)N1CCC2CCN(C(=O)OC(C)(C)C)C2C1 (stereo not drawn),8.8
COc1ccc(S[C@]2(C(=O)N3CCN(c4ncccn4)CC3)CC(=O)N(c3ccc4ccccc4c3)[C@@H]2c2ccc(OC)cc2)cc1,-9.0
CCOC(=O)[C@]12CCCCC/C=C\1N(Cc1ccc(OC)cc1)C(=O)[C@H]2CC(=O)NCCC(C)C,9.6
Cc1cccc(NC(=O)Nc2nc3ncccn3c2-c2ccccc2)c1,-0.2
NC(=NCc1ccccc1)NC(=O)OCc1ccccc1,-0.7
COc1ccc(O[C@H]2C=C[C@@H](c3ccccc3)O[C@@H]2CO/N=C(\C)CCN2CCCCc3nc(C)c(C)cc32)cc1,-6.1
Cc1ccc(S(=O)(=O)C[C@@H]2OC[C@H](C(C)C)N2S(=O)(=O)c2ccc(C)cc2)cc1,8.9
CCCCCN1CCCCC(NC(=O)C2CCCCC2)C1=O (stereo not drawn),-2.3
CC1CCN(C(=O)c2ncn3c2C(=O)N[C@@H](C)C3)CC1,-2.8
CCCCNC(=O)C[C@@H]1C(=O)N(CCc2ccc(Cl)cc2)/C2=C/CCCCC[C@@]21C(=O)OCC,8.0

# New compounds follow
SMILES,PrPC surface inh
COC(=O)C(C(=O)OC)c1ccccc1NS(=O)(=O)c1ccc(C)cc1,9.4
C=CCN1C(=O)[C@]2(OCCC=C[C@H]2C)c2cc(OC)ccc21,-5.5
CCCCCCCCN1C(=O)[C@@H](CC(=O)NCc2ccccc2)C[C@@]2(C(=O)OC)C1=C[C@H](C1CCCC1)O[C@@H]2C,-4.4
Cc1ccccc1S(=O)(=O)N1C(c2ccc(Cl)cc2)CC=C(C(=O)O)C1c1cccc(Cl)c1 (stereo not drawn),14.9
COc1cccc(C2NC(=S)N(Cc3ccccc3)C(C)=C2C(C)=O)c1 (stereo not drawn),-3.0
C#CCNC(=O)C[C@H]1C[C@@]2(C(=O)OC)C(=C[C@H](COCc3ccccc3)O[C@@H]2C)N(CCC2=CCCCC2)C1=O,-7.9
CN(Cc1ccc2c(c1)CCCN2C)C(=O)[C@@H](Cc1ccccc1)NC(=O)[C@H]1O[C@@H](n2ccc(=O)[nH]c2=O)[C@H](O)[C@@H]1O,-2.3
Cc1cc2c(cc1C)-n1nnnc1C(N1CCN(CC(=O)N3CCCC3)CC1)C(=O)N2 (stereo not drawn),4.0
COc1cc2c(cc1OC)[C@@H](NC(=O)c1ccncc1)[C@H](C)[C@H]2c1ccccc1,2.2
CCc1ccc(CNCC(=O)N2CCC3(CC2)OCCO3)s1,5.3
CCc1c(-c2ccccc2F)ncn1CCc1ccccc1OC,3.8
OCCN1CCCC12CCC(c1ccccc1)CC2 (stereo not drawn),2.6
C=CCN=C1NC(c2cccc(F)c2)C(C(=O)OC)=C(C)N1Cc1ccccc1C(F)(F)F (stereo not drawn),5.4
CC(C)C[C@@H]1NC(=O)[C@@H]2CSCCS(=O)(=O)N2C1=O,-1.6
CC1CCC2(CCC(=O)N2CCCOC(=O)c2ccccc2)CC1 (stereo not drawn),8.0
CCC(NC(=O)c1ccc2c(c1)c(C)c(C)n2Cc1ccc(-c2ccccc2C#N)cc1)c1ccccc1 (stereo not drawn),0.8
COc1ccc2c(c1)CCCN2C(=O)C1CCCN(S(=O)(=O)c2ccc(C)c(C)c2)C1 (stereo not drawn),8.6
CC(C)(C)c1ccc(C#C[C@@H]2C=C[C@@H](O)[C@@H](COC(=O)Nc3ccccc3)O2)cc1,5.5
CCOC(=O)c1csc(NC(=O)C2CCCN(S(=O)(=O)c3ccc([N+](=O)[O-])cc3)C2)n1 (stereo not drawn),-15.7
O=C(CSc1nnc(-c2cnccn2)n1-c1ccccc1)Nc1ccc2cn[nH]c2c1,-7.7
CC(C)(N[C@@H](Cc1c[nH]c2ccccc12)C(=O)NCCc1c[nH]c2ccccc12)C(=O)NC1CCCCC1,-4.3
COc1ccc(-n2c(SCC(=O)Nc3ccc(S(=O)(=O)Nc4cc(C)nc(C)n4)cc3)nnc2-c2ccco2)cc1,2.4
O=C(OC12CCCN(C1)/C(=C/c1ccc(Cl)cc1)C2)C1CCCC1 (stereo not drawn),-3.4
COc1ccc(Cn2cc(CN3[C@@H](CC(C)C)COc4cc(Br)ccc4S3(=O)=O)nn2)cc1,5.9
Cc1ccc(C(=O)N2CCC[C@@H]2C(=O)N2CCC[C@H]2C(=O)NCc2ccccc2)cc1C,0.5
COc1cc2c(cc1OC)[C@](C)(c1ccccc1)C[C@@H]2NCC=C(C)C,2.7
CC1CCCCC1C(=O)N1CCC(Oc2cccnc2)CC1 (stereo not drawn),-3.9
COC(=O)C1=C(C)N(Cc2cccc(C(F)(F)F)c2)C(=NCc2ccccc2)NC1c1ccc(Cl)cc1 (stereo not drawn),-4.6
CN1C2=N[C@@H](c3ccccc3)CC(=O)N2/C(=C\c2ccccc2)[C@H]1c1ccccc1,7.8
COc1cc(-n2c(C)nc3cc(C(=O)N4CCCN(C(C)=O)CC4)ccc32)cc(OC)c1OC,-6.1
C[C@@H]1CN(C(=O)OC(C)(C)C)CCN1c1ccc(N2CCS(=O)(=O)CC2)c(C#N)c1,12.7
CN(CCOC(=O)c1cc2ccccc2o1)C1CN(Cc2cn(Cc3ccccc3F)nn2)S(=O)(=O)C1 (stereo not drawn),-0.4
Cc1nn(CCC(=O)NNC(=O)NCc2ccccc2)c(C)c1[N+](=O)[O-],-4.5
O=S1(=O)CC(N2CCCC2)CN1 (stereo not drawn),0.0
Cn1c(COc2ccccc2)nnc1SCC(=O)Nc1ccc(S(=O)(=O)Nc2nccs2)cc1,-1.8
Cn1c(SCC(=O)Nc2ccccc2-c2ccccc2)nnc1-c1ccccc1,2.5
O=S1(=O)c2ccc(Br)cc2OC[C@H](Cc2ccccc2)N1Cc1cn(CCC2OCCCO2)nn1,13.4
C=CCN1C(=O)[C@H](CC(=O)NCC23CC4CC(CC(C4)C2)C3)[C@@]2(C(=O)OCC)CCCC=C12,-3.4
CC1CCC2(CCC(=O)N2CCCOC(=O)Nc2cccc(C(F)(F)F)c2)CC1 (stereo not drawn),-3.5
CN1C(=O)C[C@@](C#N)(C(=O)NCC(F)(F)F)[C@H]1c1ccccc1,3.6
O=C1C(=O)N(Cc2ccc(-c3ccsc3)cc2)c2ccc(OC(F)(F)F)cc21,16.6
